PolyA inhibitor: polyadenylation inhibitors in yeast reporter cells, primary screen, luminescence, S. cerevisiae; S. cerevisiae SKY197-pL101 polyadenylation reporter, beta-gal luminescence; efflux-impaired pdr1/pdr3 knockout yeast; score 100 = 6 SD above DMSO; 300,000 compounds, 0.02% hits; calls only at 12 µM;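 active means lowest replicate activity score at least 50, where 100 means six control SD above control mean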;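 further: yeast exposed to compound for 9 h at 30 °C; higher score means more reporter readthrough which indicates perturbed polyadenylation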
TRPC4 PAM: positive allosteric modulators of TRPC4, primary screen, cell-based, mouse TRPC4beta, HEK293 mu-opioid, Fluo-4 calcium; B-score at 10 µM; AID 2227, 2009; 310,000 compounds, 0.42% hits; DAMGO EC20, Fluo-4 Ca2+ flux; hits give high values;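 active means B-score of calcium response area above 5 SD of library B-scores, with initial fluorescence ratio within 5 SD of library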;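 further: B-score of integrated fluorescence ratio over time as area under calcium response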
DYRK1A inh: rat Dyrk1A kinase inhibitors, primary screen, biochemical, single point, plate reader. inhibition, % at 12.5 µM. 310,000 compounds, 0.43% hits. ADP-Glo luminescence, NFATc1 peptide; in the data active means inhibition above about 50%;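 further: plate controls were vehicle with enzyme for no effect and no enzyme for full effect; many of its hits are not listed in these tables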
TRPC4 act: activators of mouse TRPC4 channel, primary screen, Fluo4 calcium, HEK293 TRPC4beta/mu-opioid cells | Short transient receptor potential channel 4 (Mus musculus), Q9QUQ5 | Fluo4 calcium fluorescence; hits give high values | B-score at 10 µM | 310,000 compounds, 0.49% hits | AID 2237, 2010;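 active means B-score above 5 SD of library B-scores, and initial fluorescence ratio not above library mean plus 5 SD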;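 further: positive B-score marks a calcium rise read as TRPC4 activation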
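Material: HEK293 stable line with TRPC4beta plus mu-opioid receptor; technique: Fluo4 calcium-sensitive dye fluorescence, kinetic, 1 Hz baseline; timing: Fluo4 dye loading 45 min at room temperature, 110 s recording; controls: assay buffer as low control, maximal DAMGO as high control; read-out: integrated baseline-normalised fluorescence ratio, converted to per-well B score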
KCNK3 inh: human KCNK3 channel inhibitors, primary screen, CHO cells, FluxOR thallium flux, B-score | 340,000 compounds, 0.84% hits | Potassium channel subfamily K member 3 (Homo sapiens), O14649 | AID 602410, 2012 | B-score at 10 µM | FluxOR fluorescence; hits give low values;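 active means B-score under library mean minus 4 SD, starting fluorescence ratio at most library mean plus 5 SD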;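 further: more negative B-score means stronger inhibition of thallium flux through KCNK3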
Target sequence (O14649 whole entry, looked up): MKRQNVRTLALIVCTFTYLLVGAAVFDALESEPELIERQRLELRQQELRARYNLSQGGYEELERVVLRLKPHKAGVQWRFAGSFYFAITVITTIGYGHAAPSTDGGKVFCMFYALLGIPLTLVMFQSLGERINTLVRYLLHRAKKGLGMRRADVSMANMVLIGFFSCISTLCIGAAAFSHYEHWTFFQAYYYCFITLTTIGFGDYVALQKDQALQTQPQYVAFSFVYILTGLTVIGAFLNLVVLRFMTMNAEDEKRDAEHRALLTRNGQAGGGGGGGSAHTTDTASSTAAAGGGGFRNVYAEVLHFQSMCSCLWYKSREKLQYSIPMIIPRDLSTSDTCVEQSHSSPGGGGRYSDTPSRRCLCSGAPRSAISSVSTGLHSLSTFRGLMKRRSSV
hERG protect: hERG rescue from dofetilide block, primary screen, cell-based, CHO-hERG, FluxOR thallium flux, dofetilide IC70; Voltage-gated inwardly rectifying potassium channel KCNH2 (Homo sapiens), Q12809; dofetilide IC70 present; activation (rescue from dofetilide block), less the hit threshold, % at 10 µM; 310,000 compounds, 0.51% hits; AID 1511, 2009;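 active means activation above the mean of controls blocked by dofetilide plus 5 SD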;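 further: thallium influx through hERG after potassium depolarization seen as dye fluorescence rise; in these data hits start at about 4.7%; inactives centre near -7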
KCNQ1 inh: inhibitors of human KCNQ1 channel, primary screen, cell-based, thallium flux, high-throughput. 310,000 compounds, 1.3% hits. CHO-K1 KCNQ1, FluxOR thallium flux fluorescence; hits give high values. B-score at 10 µM. Potassium voltage-gated channel subfamily KQT member 1 (Homo sapiens), P51787;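 active means compounds whose thallium flux B-score, printed positive for inhibition, exceeds three library SD while starting fluorescence stays within three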;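 further: channel opened by potassium depolarization with thallium stimulus after 20 min compound exposure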
Target sequence (P51787 whole entry, looked up): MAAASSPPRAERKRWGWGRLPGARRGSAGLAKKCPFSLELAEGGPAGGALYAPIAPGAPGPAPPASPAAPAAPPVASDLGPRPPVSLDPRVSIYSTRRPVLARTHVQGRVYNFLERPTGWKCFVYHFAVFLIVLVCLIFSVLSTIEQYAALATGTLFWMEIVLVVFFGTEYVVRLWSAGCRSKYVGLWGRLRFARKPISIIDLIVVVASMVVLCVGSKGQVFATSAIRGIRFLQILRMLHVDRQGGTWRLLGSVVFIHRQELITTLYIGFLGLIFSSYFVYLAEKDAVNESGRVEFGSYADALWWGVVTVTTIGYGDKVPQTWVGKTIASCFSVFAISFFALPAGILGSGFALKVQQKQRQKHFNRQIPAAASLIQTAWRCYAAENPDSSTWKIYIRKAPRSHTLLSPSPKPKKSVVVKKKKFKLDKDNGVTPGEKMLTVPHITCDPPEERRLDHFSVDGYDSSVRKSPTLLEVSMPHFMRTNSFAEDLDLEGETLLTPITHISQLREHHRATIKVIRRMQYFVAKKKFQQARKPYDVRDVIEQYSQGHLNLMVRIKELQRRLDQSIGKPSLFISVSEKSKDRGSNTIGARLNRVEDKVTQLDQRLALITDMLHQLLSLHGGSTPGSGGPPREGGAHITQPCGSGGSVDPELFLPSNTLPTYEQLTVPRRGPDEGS
KCNQ1 pot: potentiators or activators of KCNQ1 channel, primary screen, cell-based, thallium flux, high-throughput. B-score at 10 µM. AID 2648, 2010. CHO-K1 KCNQ1, thallium flux FluxOR fluorescence; hits give high values. 310,000 compounds, 0.35% hits;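 active means fluorescence ratio B-score, a plate-corrected score, at least three library SD, with initial intensity B-score within 5 SD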
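Material: CHO-K1 cells stably expressing KCNQ1. Medium: assay buffer for compound exposure, DMSO matched across wells. Reagent: K+/Tl+ depolarizing stimulus. Compound dosing: single-concentration screen. Times: 37 °C overnight plating, 90-min dark dye load, 20-min compound pretreatment. Technique: FluxOR Tl+ flux fluorescence.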
Platelet DG rel: inhibitors of platelet dense granule secretion, primary screen, cell-based, MLPCN, human platelets; human platelet-rich plasma, SFLLRN dense granule ATP release, luminescence; 300,000 compounds, 0.22% hits; inhibition, %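 (compounds screened at 7.5 µM in platelet-rich plasma)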; AID 1663, 2009;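 active means mean replicate score, as percent of positive control, at or above 50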
KCNK9 block: KCNK9 potassium channel inhibitors, primary screen, HEK293 cells, thallium flux; Potassium channel subfamily K member 9 (Homo sapiens), Q9NPC2; AID 488922, 2010; 310,000 compounds, 1.2% hits; FluxOR thallium flux fluorescence; hits give low values; B-score at 10 µM;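 active means ratio B-score over 3 SD below the library mean, with starting fluorescence within 5 SD of its mean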;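 further: negative B-score means less thallium flux so channel inhibition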
TRPC4 block: inhibitors of mouse TRPC4 channel, primary screen, Fluo4 calcium, HEK293 TRPC4beta/mu-opioid cells. DAMGO-evoked Fluo4 calcium flux; hits give low values. 300,000 compounds, 0.39% hits. AID 2247, 2010. B-score at 10 µM;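 active means B-score over 3 SD under the library average, no early fluorescence shift, positive overall ratio signal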
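Material: HEK293 cells with stable TRPC4beta plus mu-opioid receptor expression / Probe or stimulus: DAMGO in two steps, submaximal then maximal / Compound: single concentration per test compound / Technique: kinetic Fluo4 fluorescence imaging of calcium influx / Read-out: per-well B score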
Numbers without * were called inactive; i = inactive; / = not tested or not shown. These rows are one share of the data, so the mix of outcomes need not match the whole.

Under each structure – PolyA inhibitor, TRPC4 PAM, DYRK1A inh, TRPC4 act, KCNK3 inh, hERG protect, KCNQ1 inh, KCNQ1 pot, Platelet DG rel, KCNK9 block, TRPC4 block
CC(=O)Nc1nc(-c2ccc([N+](=O)[O-])cc2)cs1
    i, i, -2.1, i, i, -13.0, i, i, 1.4, i, i
CCC(C)(C)NC(=O)CN(C(=O)c1csnn1)c1ccccc1-c1ccccc1
    i, i, -1.1, i, i, -0.8, i, i, 14.3, i, i
O=C(C1=C[C@@H](c2ccccc2)C[C@@H](OCCCCO)O1)N1CCN(Cc2ccc3c(c2)OCO3)CC1
    i, i, 1.4, i, i, -9.2, i, i, -4.6, i, i
Cc1cc(C)cc(NC(=O)CSCc2cc(=O)n3ccsc3n2)c1
    i, i, 2.3, i, i, -0.6, i, i, -2.3, i, i
COc1cc(/C=C/C(=O)NC(C)C2CC3CCC2C3)cc(OC)c1OC (centres undefined)
    i, i, -3.4, i, i, -6.0, i, i, 2.1, i, i
CCOC(=O)c1ccccc1Nc1cn(C(C)=O)c2ccccc12
    i, i, 0.4, i, i, -14.9, i, i, -26.7, i, i
CCOC(=O)N1CCN(C(=O)C(=O)Nc2sc3c(c2C#N)CC(C)(C)OC3)CC1
    i, i, 0.5, i, i, -9.0, i, i, -7.2, i, i
COC(c1ccccc1)c1nc2ccccc2[nH]c1=O (centres undefined)
    i, i, -1.8, i, i, -2.9, i, i, -0.4, i, i
O=C1NC(c2ccc(Br)cc2)Nc2ccccc21 (centres undefined)
    i, i, 1.1, i, i, -6.3, i, i, -5.4, i, i
COc1c(C)cc(S(=O)(=O)NCc2ccco2)c(C)c1C
    i, i, -6.3, i, i, -6.1, i, i, -0.1, i, i
C=CCN1N=C(c2ccc(NC(=O)c3ccccc3)cc2)CSC1=O
    i, i, 4.7, i, i, -10.2, i, i, 1.9, i, i
O=C(CCl)NC(Cc1c[nH]c2ccc(OCc3ccccc3)cc12)C(=O)O (centres undefined)
    i, i, 2.8, i, i, -1.1, i, i, 3.7, i, i
CS(=O)(=O)N(CC(=O)Nc1c(F)cccc1F)c1ccc(C23CC4CC(CC(C4)C2)C3)cc1
    i, i, -0.6, i, i, -4.5, i, i, 6.3, i, i
Nc1csnc1C(=O)O
    i, i, 1.6, i, i, -7.2, i, i, -2.8, i, i
C=CCNc1nc(Nc2ccc(OC)cc2)nc(OCC)n1
    i, i, -3.5, i, i, -9.4, i, i, -1.4, i, i
COC(=O)CN1C(=O)C(C)=C(c2ccc(C)cc2)S1(=O)=O
    i, i, -6.5, i, i, -11.2, i, i, 0.8, i, i
COc1cc(C2SCCS2)cc(Br)c1Oc1ncccc1[N+](=O)[O-]
    i, i, 2.0, i, i, -7.4, i, i, -11.3, i, i
COc1ccc(C)cc1S(=O)(=O)NC1CC1
    i, i, 2.2, i, i, -2.0, i, i, -0.4, i, i
Cc1ccc(OCc2cc(C(=O)N(CCO)Cc3cccs3)no2)cc1C
    i, i, 3.6, i, i, -7.2, i, i, -0.8, i, i
COCCCNC(=S)N1CCN(c2nc(-c3ccc(F)cc3)cs2)CC1
    i, i, 2.4, i, i, -6.1, i, i, -0.8, i, i
CCN(CC)c1ncnc2c1sc1nc(C)cc(C)c12
    i, i, 8.6, i, i, -22.1, i, i, -1.7, i, i
Cc1ccc(NC(=O)CN(C)C(=O)c2ccc(Br)o2)cc1
    i, i, -1.4, i, i, -9.1, i, i, 8.3, i, i
Cc1cc(C(=O)OCC(=O)N(C)c2ccccc2)ccc1[N+](=O)[O-]
    i, i, /, i, i, -6.9, i, i, -0.6, i, i
COc1cccc(OCCOc2ccccc2OC(C)C)c1
    i, i, 1.5, i, i, -3.2, i, i, -15.7, i, i
O=C1CN(c2ccccc2)C(=O)N1
    i, i, 13.7, i, i, -3.1, i, i, 1.9, i, i
Cc1cc(N(C)C)ccc1N=Nc1ccc(N)cc1
    i, i, -5.6, i, i, -9.2, i, i, 4.1, i, i
COc1ccccc1N1CCN(C2CCCN(C(=O)CN3CCCCC3=O)C2)CC1 (centres undefined)
    i, i, 14.0, i, i, -3.5, i, i, -4.2, i, i
C=CCn1c(SCc2c(C)noc2C)nc2sc3c(c2c1=O)CCCCC3
    i, i, -1.1, i, i, -10.6, i, i, -0.8, i, i
CCOC(=O)c1oc2ccccc2c1CSc1nnnn1-c1ccccc1
    i, i, -0.5, i, i, -0.9, i, i, 1.8, i, i
COc1ccc(CNC(=O)/C(C#N)=C2\N=C(NC(=O)c3cccs3)c3ccccc32)cc1
    i, i, 4.4, i, i, -8.5, i, i, -10.8, i, i
O=C(Nc1cccc(C(F)(F)F)c1)Oc1ccc(Cl)c2cccnc12
    i, i, 2.7, i, i, -1.7, i, i, -4.1, i, i
Cc1ccc(S(=O)(=O)N2CCN(S(=O)(=O)N3CCOCC3)CC2)cc1C
    i, i, 4.1, i, i, -5.0, i, i, 16.2, i, i
CCOC(=O)C(Cc1ccccc1)NC(=O)CCc1nnc2ccc(N3CCOCC3)nn12 (centres undefined)
    i, i, -3.8, i, i, -5.2, i, i, 4.3, i, i
Cc1ccc(C(C)C)cc1OCCn1cncn1
    i, i, 2.2, i, i, 0.9, i, i, 0.7, i, i
O=C1c2cccnc2C(=O)N1Cc1cccs1
    i, i, -2.2, i, i, -8.4, i, i, -15.2, i, i
COc1ccc(OCC(=O)Nc2ccccc2-c2ccccc2)cc1
    i, i, 2.9, i, i, -4.1, i, i, 2.9, i, i
O=C(Cc1n[nH]c(=O)c2ccccc12)NCc1ccccn1
    i, i, /, i, i, -2.6, i, i, 4.2, i, i
CCOC(=O)c1cnc(SCC(=O)NNC(=O)c2ccco2)nc1N
    i, i, 1.1, i, i, -7.1, i, i, -5.7, i, i
COc1cccc(OCC(=O)N(C)Cc2nc(-c3cccc(C)c3)no2)c1
    i, i, 1.6, i, i, -4.2, i, i, -8.2, i, i
CN1CCN(CCCNC(=O)CCN2C(=O)COc3ccccc32)CC1
    i, i, 0.9, i, i, -1.1, i, i, -1.4, i, i
CN(C)Cc1cccc([N+](=O)[O-])c1O
    i, i, -5.1, i, i, -6.2, i, i, 0.6, i, i
COc1cc(CNCC(O)c2ccccc2)ccc1OCc1ccc(Cl)nc1 (centres undefined)
    i, i, 9.5, i, i, -8.6, i, i, -4.6, i, i
COCCNC(=O)c1ccccc1NC(=O)Cc1ccccc1[N+](=O)[O-]
    i, i, -4.4, i, -9.87*, -11.9, i, i, 19.1, i, i
O=S(=O)(NCCc1ccncc1)c1ccccc1
    i, i, -0.3, i, i, -4.8, i, i, -11.3, i, i
Cc1ccc(C(=O)N2CCN(c3ccc(C(F)(F)F)cn3)CC2)c(C)c1
    i, i, 5.7, i, i, -12.2, i, i, -16.3, i, i
CCn1c(C)nc2cc(C(=O)NNC(=O)c3ccc(Cl)nc3)ccc21
    i, i, -4.1, i, i, -5.4, i, i, 2.2, i, i
CC1CCCCN1S(=O)(=O)c1ccc(S(=O)(=O)N2CCCC2)cc1 (centres undefined)
    i, i, 3.9, i, i, -11.8, i, i, -0.9, i, i
CCCC(=O)N1CCN(c2ccc([N+](=O)[O-])cc2Cl)CC1
    i, i, -9.9, i, i, 4.3, i, i, -0.1, i, i
O=C(N/N=C/c1ccccc1C(=O)O)c1ccccc1Br
    i, i, 0.1, i, i, 4.9*, i, i, -3.7, i, i
CCOC(=O)C1=C(N)Oc2c(oc(CO)cc2=O)C1c1c(F)cccc1Cl (centres undefined)
    i, i, -4.2, i, i, -19.7, i, i, -2.0, i, i
O=c1nc(N(c2ccccc2)c2ccccc2)[nH]c(=O)[nH]1
    i, i, -10.5, i, i, -10.9, i, i, -3.2, i, i
CN(C)C(=O)CCC(=O)N(C)CC1CCCN(CCc2ccc(F)cc2)C1 (centres undefined)
    i, i, -4.3, i, i, -5.5, i, i, -18.4, i, i
O=C(Oc1ccc(Cl)c2cccnc12)N1CCCCCC1
    i, i, 2.4, i, i, -5.9, i, i, -9.0, i, i
c1ccc(-c2c3ccccc3nc3[nH]c4ccccc4c23)cc1
    i, i, 5.5, i, i, -9.3, i, i, -2.9, i, i
Cc1nn2c(NCCCN(C)C)c3c(nc2c1-c1ccccc1)CCCC3
    i, i, 10.7, i, i, -6.0, i, i, -1.8, i, i
O=C(NCc1ccco1)c1cccc(S(=O)(=O)N2CCCC2)c1
    i, i, -2.5, i, i, -7.8, i, i, 2.3, i, i
COc1ccc(S(=O)(=O)NC(CCSC)C(=O)NC2CCCCC2)cc1 (centres undefined)
    i, i, -1.7, i, i, -1.2, i, i, -0.2, i, i
CCn1c(-c2ccccc2Cl)nn(CC(=O)NCCc2ccccc2)c1=S
    i, i, 1.1, i, i, -9.3, i, i, 10.5, i, i
CCOc1cc(CNc2ncn[nH]2)ccc1OCC(=O)NC(C)(C)C
    i, i, /, i, i, -6.1, i, i, -0.9, i, i
CC(C)(C)c1ccc(C(=O)NNC(=O)c2ccccc2Br)cc1
    i, i, -1.5, i, i, -13.3, i, i, -6.2, i, i

Compound activity deposited in PubChem BioAssay by several laboratories.
